PMI inhibitors: inhibitors of human PMI, primary screen, biochemical, fluorescence intensity, coupled assay (AID 1209); purified PMI enzyme, coupled fluorescence intensity; higher % means a stronger effect; 190,000 tested, 0.42% active; one-dose inhibition, % at 20 µM; IC50 in µM for titrated hits;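 further: plate controls were DMSO vehicle for no effect and wells lacking substrate for full effect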
Ins promoter up: MIN6 insulin promoter up-regulation; MIN6 insulin promoter-GFP reporter, high-content imaging; hits give high values; z-score at 5 µM; 190,000 tested, 0.3% active; AID 1625;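 active means z-score above 3 at 5 µM with at least 500 cells counted in the well; inconclusive means wells under 500 cells, flagged as cytotoxic or low count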
PMI inhibition: human PMI inhibitors, high substrate, primary screen, biochemical, fluorescence intensity, high mannose 6-phosphate (AID 1220); inhibition, % at 20 µM; hits with a dose series show IC50 in µM; 190,000 tested, 0.66% active; recombinant PMI enzyme, coupled fluorescence intensity; higher % means a stronger effect
SV40 large T antigen: SV40 large T antigen inhibitors, biochemical (AID 1903). SV40 large T antigen ATPase/helicase inhibition assay; higher % means a stronger effect. one-dose inhibition, % at 20 µM; IC50 in µM for titrated hits. 310,000 tested, 0.39% active; in the data active means a potency from the dose series; inconclusive means inhibition mostly from about 32% at the one dose, without a potency; inactive means the rest, 99 in 100 with inhibition below about 32%; further: strong numbers were not always called active
West Nile antiviral: inhibition of WNV-induced cytopathic effect – cell-based, CPE readout (AID 1621); 290,000 tested, 0.02% active; one-dose CPE inhibition, % at 10 µM; IC50 in µM for titrated hits; West Nile virus-infected cells, CPE inhibition; higher % means a stronger effect; in the data active means a potency from the dose series; inconclusive means CPE inhibition mostly from about 3.7% at the one dose, without a potency; inactive means the rest, 99 in 100 with CPE inhibition below about 2.2%; further: strong numbers were not always called active
TNAP activation fold: human TNAP enzyme activators, primary screen, biochemical, luminescent, no phosphate acceptor, uHTS (AID 1001); purified TNAP, luminescent activation assay, no phosphate acceptor; higher activation fold means a stronger effect; activation fold at 20 µM, or EC50 in µM where a hit was titrated; 200,000 tested, 0.03% active; in the data active means activation fold from about 3, or a potency from the dose series; inactive means the rest, 99 in 100 with activation fold below about 1.6; further: many of its hits are not listed in these tables
PhoP inhibition: inhibitors of PhoP regulon expression, primary screen, Salmonella Typhimurium, GFP reporter (AID 1863) | 300,000 tested, 0.16% active | S. Typhimurium PhoP-regulated promoter GFP reporter, 4 h; higher % means a stronger effect | inhibition, % at 50 µM; hits with a dose series show IC50 in µM;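 active means inhibition over 29.93%, a cutoff 3 SD above the screen mean, later confirmed by dose response; inconclusive means inhibition over 29.93% but no dose response follow-up; inactive means inhibition at most 29.93% or unconfirmed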;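 further: 0% = low Mg2+ inducing control and 100% = high Mg2+ repressing control; strong numbers were not always called active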
RSV antiviral HEp-2: inhibition of RSV-induced cytopathic effect – HEp-2 cells, primary 10 µM value included (AID 2391) | HEp-2 cells, RSV-induced CPE inhibition; higher % means a stronger effect | one-dose CPE inhibition, % at 10 µM; IC50 in µM for titrated hits | 310,000 tested, 0.13% active; in the data active means a potency from the dose series; inconclusive means CPE inhibition mostly from about 23% at the one dose, without a potency; inactive means the rest, 99 in 100 with CPE inhibition below about 21%; further: strong numbers were not always called active
ER stress rescue: rescue of cells from ER stress-induced death, primary screen, 384-well, CSM14.1, thapsigargin, ATP luminescence (AID 1222) | CSM14.1 thapsigargin-induced death rescue, ATP luminescence; higher % means a stronger effect | one-dose cellular ATP content (survival), % at 20 µM; EC50 in µM for titrated hits | 190,000 tested, under 10 active;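 active means EC50 below 50 µM in the dose-response confirmation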;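 further: death triggered by thapsigargin at about 15 µM added after 2 h compound pretreatment; cell ATP read after overnight thapsigargin exposure of roughly 18 to 22 hours; normalized against plate controls of thapsigargin alone and 5% DMSO vehicle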
Ins promoter up cell count: further read-out of Ins promoter up, marked with its call; cell count; measured here: cytotoxicity, nuclei count;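 total cells summed across four imaged fields per well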
Starred values were filed as active, the others as inactive; ? = inconclusive; · = no result given. Unless noted, no stated cut-off is given here; in the data, active means inhibition above about 50%; inactive means the rest.

Each structure is followed by: PMI inhibitors | Ins promoter up | Ins promoter up cell count | PMI inhibition | SV40 large T antigen | West Nile antiviral | TNAP activation fold | PhoP inhibition | RSV antiviral HEp-2 | ER stress rescue
CN(C)c1ccc(NC(=O)CN2CCC(O)(c3ccccc3)CC2)cc1
  21% | 1.1 | 1494 | 25% | 7.3µM* | -0.2% | 1 | -4% | 1.2% | -0.2%
Cc1cccnc1NC(=O)CCNC(=O)c1ccc(Br)cc1
  · | · | · | · | 6% | -0.9% | · | -5% | 0.8% | ·
CC(=O)N(C1=C(N2CCOCC2)C(=O)c2ccccc2C1=O)c1ccc(C(=O)O)cc1
  · | -0.28 | 1373 | · | 17% | 1.5% | · | 0% | 0.3% | ·
COc1ccc(-c2cn3cccnc3n2)cc1
  -14% | 0.63 | 1552 | -5% | 15% | 0.2% | 1.1 | -3% | 1.3% | -2.4%
O=[N+]([O-])c1[nH]cnc1/C=C/c1ccccc1
  · | -0.13 | 1456 | · | 2% | -0.2% | · | -19% | 21% | ·
O=C1c2[nH]nc(-c3ccccc3O)c2C(c2ccccc2F)N1Cc1ccco1 (stereo not given)
  23% | -0.98 | 1263 | 17% | 7% | 0.0% | 2.3 | 4% | 6.3% | -3.9%
O=[N+]([O-])c1ccc(N2CCCCCC2)c([N+](=O)[O-])c1
  11% | 0.54 | 1926 | 9% | 14% | -0.4% | 1 | 8% | 11% | 1.4%
CCNC(=O)C(=O)Nc1cc2c3c(c1)CCN3C(=O)CC2
  · | · | · | · | -4% | 0.8% | · | -1% | 0.8% | ·
O=C1CCN(CCc2ccccc2)CCN1[C@H](CSc1ccc(Br)cc1)Cc1ccccc1
  · | · | · | · | 1% | -1.1% | · | -3% | -2.4% | ·
Cc1cccc(C(=O)n2c(=S)nc3ccccn32)c1
  21% | -0.22 | 886 | -4% | 5% | 1.4% | 1.1 | -10% | 3.6% | -2.2%
O=c1[nH]n(CCO)c(=O)c2cccnc12
  · | -0.16 | 1131 | · | 11% | 0.3% | · | -16% | 2.4% | ·
CNC(=O)C(C)N1c2cccc3cccc(c23)S1(=O)=O (stereo not given)
  · | · | · | · | 11% | -0.8% | · | -4% | 1.3% | ·
c1ccc2c(c1)C(=Nn1cnnc1)c1ccccc1-2
  10% | -0.2 | 1284 | 8% | 4% | -0.7% | 1.1 | 13% | 0.1% | -1.0%
COc1ccc2c(C)nc(N/C(N)=N/S(=O)(=O)c3ccc(C)cc3)nc2c1
  1% | · | · | 2% | 19% | -1.0% | 1 | -2% | ? | -0.4%
CC(C)n1c(SCC(=O)Nc2nncs2)nnc1C1CC1
  · | · | · | · | 17% | -0.6% | · | 8% | 0.7% | ·
CCCCNC(=O)CN1C(=O)c2cccc(N)c2C1=O
  -4% | -0.04 | 1222 | 0% | 5% | 0.2% | 1.1 | -8% | · | 1.6%
COc1ccc2c(c1)cc(C)c1nnc(SCC(=O)N(C)c3nc(-c4ccccc4)cs3)n12
  -4% | -0.6 | 1292 | -2% | 12% | -0.2% | 1 | -6% | 0.6% | -0.8%
O=C(NCc1cccnc1)[C@@H]1CC=C[C@@H]2CCN(Cc3ccccc3)C(=O)[C@@H]21
  · | · | · | · | 29% | -0.2% | · | 0% | -1.0% | ·
CN(C)CCOC(=O)CCc1ccccc1
  7% | 0.29 | 1164 | 4% | 13% | 0.1% | 1.1 | 20% | -0.1% | -2.3%
CCOC(=O)C1(CCOc2ccccc2)CCN(Cc2ccc(C(=O)OC)cc2)CC1
  · | · | · | · | 13% | -0.6% | · | 2% | 12% | ·
N/C(=N\S(=O)(=O)c1cc(C(F)(F)F)cc(C(F)(F)F)c1)c1ccncc1
  · | · | · | · | 8% | -0.8% | · | 1% | 0.8% | ·
CCOC(=O)c1c(/N=C/C2C(=O)CC(C)(C)CC2=O)sc(C)c1C
  2% | -0.04 | 1375 | 3% | -6% | -0.3% | 0.9 | 13% | 3.9% | 9.4%
COc1ccc(C(CC(=O)O)c2ccc3c(c2)OCO3)cc1 (stereo not given)
  · | · | · | · | 5% | 0.4% | · | -2% | 1.1% | ·
C=CCn1c(CSc2nc3ccccc3s2)nnc1SCC(=O)NCc1cccnc1
  -10% | · | · | -8% | 22% | 0.5% | 1.1 | -3% | 1.1% | -6.5%
CCc1c(C)c(C#N)c2nc3ccccc3n2c1NCCOC
  · | · | · | · | 11% | -1.0% | · | -5% | -0.1% | ·
O=C(CCCCCN1C(=O)[C@@H]2Cc3ccccc3CN2C1=O)Nc1ccccc1Cl
  · | · | · | · | 4% | -0.1% | · | 5% | ? | ·
Cn1cnnc1SCc1ccc(-c2ccc(Br)cc2)o1
  -20% | 0.51 | 1178 | -21% | 10% | 0.0% | 1.1 | 13% | 1.8% | 0.8%
O=[N+]([O-])c1cc(Cc2ccccc2)cc(C=Nc2ccc(N3CCOCC3)cc2)c1O
  0% | -0.15 | 1304 | 39% | 2.6µM* | 0.0% | 0.7 | 3% | 1.5% | 0.2%
O=C(/C=C/Nc1ccc(Br)cc1F)c1ccco1
  6% | 0.06 | 1572 | 4% | 6% | -0.8% | 1.1 | 2% | 3.3% | -3.7%
Cc1ccc(N=Cc2c(O)[nH]c3ccccc23)c([N+](=O)[O-])c1
  0% | 0.18 | 1261 | -4% | 6% | -0.2% | 0.8 | 1% | 20% | ·

The results go on.
Each structure is followed by: PMI inhibitors | Ins promoter up | Ins promoter up cell count | PMI inhibition | SV40 large T antigen | West Nile antiviral | TNAP activation fold | PhoP inhibition | RSV antiviral HEp-2 | ER stress rescue
COc1cc(SC)ccc1C(=O)NCC1CCCO1 (stereo not given)
  10% | · | · | 7% | 21% | 0.5% | 1.1 | 2% | 1.6% | -2.7%
CCCc1nnc(NC(=S)Nc2ccccc2)s1
  -7% | -0.6 | 1229 | -3% | 17% | 0.1% | 1 | 3% | 1.2% | -2.6%
CN1C[C@@H]2C(c3ccccc3)C3(c4cccnc4)CC2(C3)[C@H]1c1ccccc1 (stereo not given in full)
  · | -0.35 | 1052 | · | 4% | -0.3% | · | 1% | -1.2% | ·
Cc1cc(C)nc(N2C(=O)CC(C(C)c3ccccc3)C2=O)n1 (stereo not given)
  9% | 0.63 | 1287 | 11% | 9% | 0.2% | 1.1 | -10% | 1.2% | -1.7%
COc1ccc(N(C(=O)CNS(=O)(=O)c2ccccc2)C(C(=O)NCc2ccco2)C(C)C)cc1 (stereo not given)
  7% | -0.3 | 1409 | 4% | 9% | -1.6% | 1.1 | -4% | -0.9% | -0.6%
CCOC(=O)CNC(=O)C(Cc1ccccc1)NS(=O)(=O)c1cccs1 (stereo not given)
  -3% | 0.17 | 1687 | -6% | 0% | -0.4% | 1.1 | 7% | 0.8% | 0.7%
Clc1ccc(Sc2ccc(/C=N/n3cnnc3)o2)cc1
  -5% | -0.37 | 1231 | 8% | 9% | 0.0% | 0.9 | -1% | 17% | 2.5%
COc1ccc(C2CC(c3ccc4ccccc4c3)=NN2C(=O)COC(=O)C2CCC(=O)N2)cc1 (stereo not given)
  10% | -0.49 | 1196 | 4% | 6% | -0.2% | 1.2 | 6% | ? | 3.6%
CCCn1c(=O)c(C(=O)Nc2ncccc2O)c(O)c2ccccc21
  · | · | · | · | 1% | -0.1% | · | 7% | 18% | ·
CCC(=O)c1ccc(OCC(O)CN(C)C2CCCCC2)cc1 (stereo not given)
  8% | · | · | 2% | 6% | 0.3% | 1.1 | 22% | -1.1% | ·
O=C1OCC/C1=C\c1ccccc1O
  -1% | · | · | 2% | · | -0.2% | 1.1 | 15% | 1.3% | -4.5%
O=C(CCN1CCN(c2ccccc2)CC1)Nc1ccc(OCc2ccccc2)cc1
  -1% | -0.5 | 895 | -5% | 4% | 0.1% | 1.2 | -8% | 1.9% | 1.0%
COc1cc(SC#N)ccc1N=Cc1c(C)[nH]n(-c2ccc(C)cc2)c1=O
  4% | 0.09 | 1249 | 9% | 21µM* | -0.6% | 1.6 | -18% | -2.1% | 20%
COc1ccc(-c2cc(C(=O)N/N=C/c3ccc(OC)c(COCC(F)(F)C(F)F)c3)c3ccccc3n2)c(OC)c1
  21% | -0.33 | 1186 | 13% | 0% | -1.0% | 1 | 7% | 2.8% | 2.0%
CCOc1cc(C(=S)N2CCCC2)ccc1O
  · | · | · | · | 35% | 0.4% | · | -1% | 0.5% | ·
COC(=O)C(=C/C(C)=C/c1cccs1)C(=O)OC
  4% | -0.45 | 1209 | -2% | 14% | ? | 1 | -3% | -4.5% | 3.1%
N#CC1=C(N)Oc2cc(O)c(Cl)cc2C1c1cccnc1 (stereo not given)
  · | · | · | · | 9% | 0.0% | · | -2% | 0.2% | ·
O=Cc1cn(CCC(=O)O)nc1-c1cccc(Br)c1
  -5% | 0.32 | 1520 | -2% | 7% | 0.0% | 1.1 | -7% | 1.0% | 0.6%
CCN(CC)C(=O)C1CCCN(Cc2nc(-c3cccs3)no2)C1 (stereo not given)
  8% | -0.59 | 1434 | -1% | 0% | -1.1% | 1.1 | 13% | 1.1% | 0.1%
CCOC(=O)C(C)On1c(-c2cccc(Cl)c2)nc2ccc([N+](=O)[O-])cc21 (stereo not given)
  -61% | 0.12 | 852 | -104% | -2% | -0.5% | 1 | -22% | -1.1% | -4.6%
Cc1ccc(S(N)(=O)=O)cc1NC(=O)C1CC2CCC1C2 (stereo not given)
  4% | -0.34 | 1671 | 4% | -2% | 0.2% | 1 | 5% | -1.1% | -1.4%
CC1Cc2ccccc2N1S(=O)(=O)c1cccs1 (stereo not given)
  17% | -6.7 | 700 | 13% | 2% | -0.4% | 1.1 | 12% | 16% | 8.0%
Cc1ccc(C)c(OC(=O)c2cncc(Br)c2)c1
  0% | -0.16 | 1259 | 4% | 7% | 0.5% | 0.9 | -2% | 3.3% | -1.3%
COc1ccc(CN2CCN(c3cccc(C)c3C)CC2)cc1OC
  9% | 0.92 | 802 | -2% | 0% | -0.3% | 1 | 1% | ? | -1.1%

Whole records from above. Order of screens: PMI inhibitors	Ins promoter up	Ins promoter up cell count	PMI inhibition	SV40 large T antigen	West Nile antiviral	TNAP activation fold	PhoP inhibition	RSV antiviral HEp-2	ER stress rescue
Shown for Cc1ccc(C)c(OC(=O)c2cncc(Br)c2)c1 → 0%	-0.16	1259	4%	7%	0.5%	0.9	-2%	3.3%	-1.3%
Shown for CCN(CC)C(=O)C1CCCN(Cc2nc(-c3cccs3)no2)C1 (stereo not given) → 8%	-0.59	1434	-1%	0%	-1.1%	1.1	13%	1.1%	0.1%
Shown for COc1ccc(N(C(=O)CNS(=O)(=O)c2ccccc2)C(C(=O)NCc2ccco2)C(C)C)cc1 (stereo not given) → 7%	-0.3	1409	4%	9%	-1.6%	1.1	-4%	-0.9%	-0.6%
Shown for CCCn1c(=O)c(C(=O)Nc2ncccc2O)c(O)c2ccccc21 → ·	·	·	·	1%	-0.1%	·	7%	18%	·

Assay outcomes from PubChem BioAssay.
